KOR beta-arrestin-1: KOR agonists, beta-arrestin recruitment, primary screen, cell-based, luminescence, uHTS (AID 1777). Kappa-type opioid receptor (Homo sapiens). KOR beta-arrestin recruitment, luminescence; higher % means a stronger effect. activation, % at 10 µM, or EC50 in µM where a hit was titrated. hit rate 0.02% among 280,000; in the data active = activation above about 50%, passing the limit was not always enough; note: a part of the inactive calls stands beside numbers as strong as those of hits
HEK293 NOD2/NF-kB: NOD2 signaling inhibitors, cell-based, luminescence, uHTS, HEK293 (AID 1566). HEK293 NOD2/NF-kB luciferase reporter, luminescence; higher % means a stronger effect. inhibition, % at 4 µM; hits with a dose series show EC50 in µM. hit rate 0.63% among 290,000; note: many of its hits are not listed in these tables
NOD1 NF-kB reporter: NOD1 signaling inhibitors, primary screen, cell-based, luminescence, uHTS (AID 1578) | NOD1-driven NF-kB luciferase reporter cells, luminescence; higher % means a stronger effect | one-dose inhibition, % at 4 µM; EC50 in µM for titrated hits | hit rate 1% among 290,000; in the data active = inhibition mostly above about 36%, no sharp cut-off; inactive = mostly below about 34%;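 note: HEK-293T reporter cells stimulated with the NOD1 agonist gamma-tri-DAP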
HIV peptide binding: inhibitors of HIV fusion peptide binding, primary screen, biochemical, uHTS, fluorescence dequenching (AID 1986); cell-free peptide binding, fluorescence dequenching, 30 min; higher % means a stronger effect; inhibition, % at 20 µM; hits with a dose series show IC50 in µM; hit rate 0.3% among 290,000; in the data active = inhibition mostly above about 52%, no sharp cut-off; inactive = mostly below about 76%; note: some results filed as inactive read as strong as hits
LYP phosphatase: inhibitors of LYP phosphatase, biochemical, fluorescence intensity, uHTS (AID 1779) | recombinant LYP phosphatase, fluorescence intensity; higher % means a stronger effect | one-dose inhibition, % at 11.5 µM; IC50 in µM for titrated hits | hit rate 0.054% among 290,000;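 note: plate controls were vehicle with enzyme for no effect and no enzyme for full effect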
Myeloid diff MLP: induction of myeloid progenitor differentiation, primary screen, cell-based, flow cytometry, MLPCN library; AID 624256, 2012; hit rate 1% among 360,000; calls only at 10 µM; ER-HoxA9 myeloid progenitors, lysozyme-GFP differentiation;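 active = normalized GFP-positive differentiation at or above the plate's own cutoff, the solvent-only control mean plus 3 SD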;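 note: cells exposed to compound for four days before flow analysis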
Siah-1 displacement: Siah-1 peptide-binding antagonists, primary screen, biochemical, fluorescence polarization, rhodamine-plectin, uHTS (AID 1817); hit rate 0.02% among 290,000; one-dose displacement, % at 20 µM; IC50 in µM for titrated hits; Siah-1 / rhodamine-plectin peptide fluorescence polarization; higher % means a stronger effect;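 active = displacement of at least 50% at 20 µM, with a fluorescence ratio check between 0.3 and a set limit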;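 note: plate controls were Siah plus tracer with DMSO for no effect and tracer alone without Siah for full effect; strong numbers were not always called active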
KOR beta-arrestin-2: KOR antagonists, beta-arrestin recruitment, cell-based, luminescence, uHTS (AID 1778) | KOR beta-arrestin recruitment, luminescence, antagonist mode; higher % means a stronger effect | Kappa-type opioid receptor (Homo sapiens) | hit rate 0.091% among 290,000 | inhibition, % at 10 µM; hits with a dose series show IC50 in µM; note: strong numbers were not always called active
Salmonella PhoP GFP: inhibitors of PhoP regulon expression, primary screen, Salmonella Typhimurium, GFP reporter (AID 1863); S. Typhimurium PhoP-regulated promoter GFP reporter, 4 h; higher % means a stronger effect; inhibition, % at 50 µM; hits with a dose series show IC50 in µM; hit rate 0.16% among 300,000;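 active = inhibition over 29.93%, a cutoff 3 SD above the screen mean, later confirmed by dose response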;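 note: 0% = low Mg2+ inducing control and 100% = high Mg2+ repressing control; strong numbers were not always called active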
Myeloid diff MLP GFP+ MAC1+ %: also measured in Myeloid diff MLP; calls as there; GFP+ MAC1+ double positive, %; measured here: differentiation confirmed by MAC1 staining
* hit, by the source's call; i = inactive; · = no result given; [ ] = dose if it differs, or a comment. Cut-off read from the data, not from the text of the source, unless noted: active = inhibition above about 50%; inactive = the rest. The list is partial; rates above refer to the full screens.

SMILES	KOR beta-arrestin-1	HEK293 NOD2/NF-kB	NOD1 NF-kB reporter	HIV peptide binding	LYP phosphatase	Myeloid diff MLP	Myeloid diff MLP GFP+ MAC1+ %	Siah-1 displacement	KOR beta-arrestin-2	Salmonella PhoP GFP
N/C(=N\OC(=O)c1cccc(Br)c1)c1ccccc1	14.9%	-99.4%	-4.4%	-1.4%	-5.3%	i	5.1	2.0%	-34.5%	2.1%
CCn1c(/C=C\c2ccccc2C)nc2ccccc2c1=O	-4.4%	-9.7%	-49.0%	-0.8%	-3.1%	i	0.9	3.0%	-18.1%	0.1%
O=C(Cn1c(=O)oc2ccccc21)Nc1nc(-c2ccc(Br)cc2)cs1	11.1%	-13.9%	51.6%	-3.2%	-1.0%	i	0.3	6.3%	-25.5%	-1.7%
COCCCNS(=O)(=O)c1ccccc1	-0.3%	0.2%	-4.3%	2.0%	-8.8%	i	9.5	0.4%	2.2%	4.2%
CCOC(=O)N1CCN(CCC(=O)Nc2ccc(OC)cc2OC)CC1	-3.9%	5.5%	-37.1%	1.6%	-6.4%	i	7.5	1.8%	0.3%	2.4%
CCn1cc(CCC(=O)NC2CCCC2)c2ccccc21	-2.6%	3.1%	0.7%	0.3%	-4.9%	i	0.4	4.1%	-9.8%	-3.5%
CSCCC(NS(=O)(=O)c1ccc(Br)cc1)C(=O)OCC(=O)NC1CC1 (stereo not drawn)	1.0%	8.8%	-24.0%	-1.1%	2.6%	i	0.8	1.2%	-10.9%	-4.5%
COc1ccc2c(CC(=O)NC(Cc3ccc(Cl)cc3)C(=O)O)cc(=O)oc2c1C (stereo not drawn)	6.1%	-17.7%	-8.1%	4.4%	-2.1%	i	0.1	0.2%	-30.4%	-8.3%
Cn1[nH]c(=O)c2ccccc2c1=O	5.5%	-7.2%	9.4%	-0.8%	-0.7%	i	5.8	0.2%	-78.9%	0.3%
O=C(NNS(=O)(=O)c1ccc(F)cc1)C1CCN(S(=O)(=O)c2ccccc2)CC1	11.7%	-13.3%	-8.8%	1.1%	-4.1%	i	0.5	-1.8%	-9.3%	1.2%
O=C(CN1CCOCC1)N/N=C/c1ccc(-c2ccc(Br)cc2)o1	0.2%	-2.2%	-9.4%	-1.4%	6.4%	i	0.7	1.0%	-19.8%	-7.5%
Cc1cccc(OCCn2ccnc2)c1	1.2%	-4.1%	-26.9%	1.1%	-7.0%	i	0.2	3.8%	-1.5%	8.2%
CC(C)(C)C(=O)Nc1cccc(-c2nnc(-c3cccc(NC(=O)C(C)(C)C)c3)o2)c1	-4.5%	-8.0%	-4.8%	5.5%	-5.3%	i	0.9	1.4%	5.3%	5.7%
COc1ccc(OC)c(NC(=O)c2cc3c(=O)n4ccccc4nc3n2C)c1	-4.1%	1.2%	-34.1%	-0.8%	-2.5%	i	0.5	7.8%	-8.9%	-3.6%
Cc1noc(C)c1C(=O)Nc1nc2ccc(S(C)(=O)=O)cc2s1	2.5%	-36.5%	-23.6%	-0.1%	-10.0%	i	0.9	-4.9%	-26.8%	6.5%
COc1ccc(CCNC(=O)CCC(=O)Nc2ccc3nc(N4CCN(C)CC4)cc(C)c3c2)cc1OC	-3.3%	14.4%	2.4%	3.4%	-6.2%	i	0.7	-2.1%	-7.9%	-5.0%
COc1ccc(NC(=O)COC(=O)c2ccc(Cl)c(S(N)(=O)=O)c2)c([N+](=O)[O-])c1	1.1%	6.5%	4.3%	-0.7%	-11.7%	i	0.0	-5.1%	1.5%	-10.3%
O=c1/c(=C/c2ccco2)sc2n1CN(c1ccccc1)CN=2	-3.3%	8.7%	-14.3%	-3.2%	-0.2%	i	1.4	4.1%	17.8%	-1.0%
COCCCNC(=O)CN(CCc1ccccc1)S(=O)(=O)c1ccc(C)cc1	-2.0%	12.9%	9.0%	-2.5%	-8.2%	i	0.5	-3.7%	-21.8%	-2.7%
Cc1ccc(C)c(N2CCN(C(=O)CCc3nc4ccccc4[nH]3)CC2)c1	-0.7%	5.2%	-12.4%	3.4%	-4.9%	i	3.1	-1.3%	-5.0%	-1.9%
CC(=O)Nc1nnc(SCC(=O)Nc2nc(C)cs2)s1	-1.6%	2.3%	-8.5%	1.1%	-4.6%	i	0.5	2.6%	-0.8%	8.8%
Cc1c(Cl)ccc2c1NC(=O)[C@]21N[C@@H](Cc2ccccc2)[C@H]2C(=O)N(c3ccc(F)cc3)C(=O)[C@H]21	-0.4%	-12.2%	11.0%	3.0%	15.0%	i	9.0	-0.6%	-8.0%	-4.5%
COc1ccc(C(=O)NC(=S)NCc2ccco2)cc1OC	-0.1%	-3.5%	-26.4%	0.9%	6.2%	i	0.6	3.1%	4.3%	0.2%
O=C(NCc1ccccc1)C(c1cccnc1)N(C(=O)c1csnn1)c1ccc(F)cc1 (stereo not drawn)	-3.4%	-11.3%	-24.4%	1.2%	-11.3%	i	0.3	2.3%	-2.0%	-0.6%
CC(=O)OCCSc1c(-c2ccccc2)c2cc(Cl)ccc2[nH]c1=O	-3.8%	-3.4%	10.8%	-0.7%	-1.0%	i	1.1	-6.7%	-6.4%	-3.3%

2 of these compounds in a different format.
SMILES,KOR beta-arrestin-1,HEK293 NOD2/NF-kB,NOD1 NF-kB reporter,HIV peptide binding,LYP phosphatase,Myeloid diff MLP,Myeloid diff MLP GFP+ MAC1+ %,Siah-1 displacement,KOR beta-arrestin-2,Salmonella PhoP GFP
N/C(=N\OC(=O)c1cccc(Br)c1)c1ccccc1,14.9%,-99.4%,-4.4%,-1.4%,-5.3%,i,5.1,2.0%,-34.5%,2.1%
CCn1c(/C=C\c2ccccc2C)nc2ccccc2c1=O,-4.4%,-9.7%,-49.0%,-0.8%,-3.1%,i,0.9,3.0%,-18.1%,0.1%

More structures.
SMILES	KOR beta-arrestin-1	HEK293 NOD2/NF-kB	NOD1 NF-kB reporter	HIV peptide binding	LYP phosphatase	Myeloid diff MLP	Myeloid diff MLP GFP+ MAC1+ %	Siah-1 displacement	KOR beta-arrestin-2	Salmonella PhoP GFP
CC1=C(C(=O)Nc2ccc(Cl)cc2)C(c2ccncc2)C(C#N)=C(SCC(N)=O)N1 (stereo not drawn)	4.5%	-2.1%	20.9%	-0.6%	-7.7%	·	·	-5.0%	0.8%	-10.0%
Cc1ccc(NC(=O)C2OCCc3ccccc32)cc1C (stereo not drawn)	·	-47.9%	-46.5%	-1.3%	-5.7%	i	0.6	0.5%	-11.6%[20 µM]	-2.1%
CC(=O)Nc1ccc(NC(=O)CSc2ccc3nnc(-c4ccccn4)n3n2)cc1	5.3%	4.0%	-20.4%	0.5%	-9.2%	i	6.4	-7.2%	5.4%	-6.8%
Fc1ccc(-c2csc3nnc(SCc4cccnc4)n23)cc1	-3.3%	-8.9%	-16.9%	-1.0%	0.1%	i	9.1	4.3%	11.1%	23.7%
CCOC(=O)C1CC(=O)c2cc(OC)c(OC)cc2C1 (stereo not drawn)	-2.7%	21.1%	1.8%	2.2%	-4.9%	i	0.3	3.4%	2.6%	-1.5%
Cc1c(-n2c(-c3ccccc3Cl)n[nH]c2=S)c(=O)n(-c2ccccc2)n1C	3.1%	-1.8%	3.0%	-0.8%	-6.8%	i	0.2	-3.9%	-20.4%	2.8%
COc1ccc(C(=O)C2CCCN(Cc3cn(C)nc3-c3ccccc3)C2)cc1F (stereo not drawn)	·	5.5%	-26.6%	1.1%	-6.1%	i	0.1	2.4%	-20.0%[20 µM]	12.6%
COc1ccc(-c2nn(C)c(=O)c3ccccc23)cc1CNC(=O)c1ccco1	-6.2%	19.0%	-17.1%	2.0%	-7.4%	i	1.1	-5.1%	27.9%	-2.5%
C=CCn1c(SCC(=O)c2[nH]c(C)c(C(=O)OCC)c2C)nc2scc(-c3ccc(OC)cc3)c2c1=O	-2.5%	-12.1%	-42.0%	-1.0%	-0.7%	i	0.9	6.0%	12.7%	-2.0%
COc1ccc(C(=O)Oc2ccc[nH]c2=O)cc1	14.7%	-13.1%	8.1%	0.4%	-7.8%	i	0.1	-3.4%	-10.6%	0.2%
c1ccc(-c2nn3c(C4CCCCC4)nnc3s2)nc1	-7.5%	7.1%	2.1%	0.7%	-5.6%	i	0.8	5.2%	1.2%	-3.5%
CCCCOC(=O)Nc1ccc(C(=O)OC)cc1	-3.9%	-23.5%	-41.5%	7.1%	-6.4%	i	1.4	-3.8%	1.8%	-3.1%
O=C(COc1ccccc1C(=O)Nc1ccccc1)NCCc1ccccc1	-5.3%	12.8%	-7.2%	-1.8%	-7.6%	i	0.4	7.4%	-1.3%	3.3%
CC(C)c1ccc(NC(=O)CCCN2C(=S)NC(C)(C)CC2C)cc1 (stereo not drawn)	-4.7%	-1.3%	-39.8%	-0.9%	-1.0%	i	0.0	-2.8%	13.7%	3.6%
Fc1ccc(NC(=S)Nc2ccccc2OC(F)F)cc1Cl	-3.3%	4.7%	-11.1%	1.1%	-3.0%	i	0.6	6.9%	13.2%	-2.7%
Cn1c(SCc2nnc(-c3ccc(F)cc3)o2)nnc1C1COc2ccccc2O1 (stereo not drawn)	-0.4%	3.3%	9.4%	-2.6%	-6.0%	i	0.3	-3.4%	-7.7%	7.6%
O=C(c1cnc2sccn2c1=O)N(Cc1ccccc1)c1ccccn1	-3.3%	2.9%	-28.5%	-2.0%	3.0%	i	1.6	0.5%	6.4%	15.0%
CCOC(=O)N1CCN(C(=O)CN(C)S(=O)(=O)c2ccc(F)cc2)CC1	-0.8%	-2.7%	0.9%	0.8%	-5.4%	i	2.0	2.2%	20.4%	-1.9%
COc1ccc(C(=O)N2CCN(C(C)=O)CC2)cc1S(=O)(=O)NCc1ccc(Cl)cc1	-0.3%	-5.5%	1.8%	-0.7%	-0.1%	i	0.6	0.6%	19.4%	1.6%
COc1ccc(OC(C)C(=O)Nc2ccccc2C(F)(F)F)cc1 (stereo not drawn)	-2.9%	10.8%	5.4%	-3.1%	-4.4%	i	0.5	-2.5%	3.0%	-10.8%

Gathered by group, the entries above containing an aryl thioether with sulfur outside any ring (six)
SMILES	KOR beta-arrestin-1	HEK293 NOD2/NF-kB	NOD1 NF-kB reporter	HIV peptide binding	LYP phosphatase	Myeloid diff MLP	Myeloid diff MLP GFP+ MAC1+ %	Siah-1 displacement	KOR beta-arrestin-2	Salmonella PhoP GFP
CC(=O)Nc1nnc(SCC(=O)Nc2nc(C)cs2)s1	-1.6%	2.3%	-8.5%	1.1%	-4.6%	i	0.5	2.6%	-0.8%	8.8%
CC(=O)OCCSc1c(-c2ccccc2)c2cc(Cl)ccc2[nH]c1=O	-3.8%	-3.4%	10.8%	-0.7%	-1.0%	i	1.1	-6.7%	-6.4%	-3.3%
CC(=O)Nc1ccc(NC(=O)CSc2ccc3nnc(-c4ccccn4)n3n2)cc1	5.3%	4.0%	-20.4%	0.5%	-9.2%	i	6.4	-7.2%	5.4%	-6.8%
Fc1ccc(-c2csc3nnc(SCc4cccnc4)n23)cc1	-3.3%	-8.9%	-16.9%	-1.0%	0.1%	i	9.1	4.3%	11.1%	23.7%
C=CCn1c(SCC(=O)c2[nH]c(C)c(C(=O)OCC)c2C)nc2scc(-c3ccc(OC)cc3)c2c1=O	-2.5%	-12.1%	-42.0%	-1.0%	-0.7%	i	0.9	6.0%	12.7%	-2.0%
Cn1c(SCc2nnc(-c3ccc(F)cc3)o2)nnc1C1COc2ccccc2O1 (stereo not drawn)	-0.4%	3.3%	9.4%	-2.6%	-6.0%	i	0.3	-3.4%	-7.7%	7.6%
